# Screening results as filed in PubChem.
# aSyn yeast inh: inhibitors of alpha-synuclein toxicity in yeast | Yeast expressing alpha-synuclein, growth rescue, BacTiter-Glo, 24 h | Potency, µM (highest dose often 46.1 µM), for the others: at the top dose growth rescue (activation), usual class: activators | 370,000 tested, 0.14% active | AID 652106; also: potency is read from the fitted curve at half-maximal effect; % of control where 0% means no effect; nearly all actives have a fitted effect of over 65% in size
#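 Screening used galactose-induced yeast with toxic alpha-synuclein levels, exposed to compound for 24 hr at 30 deg C. Cell growth, read with BacTiter-Glo luminescence, gave the measured signal.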
# D3 antag: blocks the human D3 dopamine receptor; D3R cells, DiscoveRx beta-arrestin luminescence, antagonist mode; hits give low values; max response, negative = inhibition, %; 360,000 tested, 2.5% active; AID 652054; in the data active = max response below about -50%; inconclusive = no clear call, values can overlap the other calls; also: % is scaled to controls: 0 for no effect and ±100 for the full control effect; mostly tested at two doses, the higher about 12 µM
#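 Cells expressing the human receptor were seeded at 1500 cells/well, incubated overnight at 37 degrees C in 5% CO2, then exposed to library compounds with dopamine controls for 90 minutes at 37 degrees C before luminescent detection.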
# EPAC2 agonist: EPAC2 (human) agonism; Q8WZA2; EPAC2 activation, biochemical qHTS; response scale: 100% = 6.5 mM cAMP response; Potency, µM (series often up to 154 µM), inactives show top-dose activation, hits mostly activators; AID 720711; 360,000 tested, 0.079% active; also: potency is read from the fitted curve at half-maximal effect; nearly all actives have a fitted effect of over 50% in size
# Target sequence (Q8WZA2 whole entry, looked up): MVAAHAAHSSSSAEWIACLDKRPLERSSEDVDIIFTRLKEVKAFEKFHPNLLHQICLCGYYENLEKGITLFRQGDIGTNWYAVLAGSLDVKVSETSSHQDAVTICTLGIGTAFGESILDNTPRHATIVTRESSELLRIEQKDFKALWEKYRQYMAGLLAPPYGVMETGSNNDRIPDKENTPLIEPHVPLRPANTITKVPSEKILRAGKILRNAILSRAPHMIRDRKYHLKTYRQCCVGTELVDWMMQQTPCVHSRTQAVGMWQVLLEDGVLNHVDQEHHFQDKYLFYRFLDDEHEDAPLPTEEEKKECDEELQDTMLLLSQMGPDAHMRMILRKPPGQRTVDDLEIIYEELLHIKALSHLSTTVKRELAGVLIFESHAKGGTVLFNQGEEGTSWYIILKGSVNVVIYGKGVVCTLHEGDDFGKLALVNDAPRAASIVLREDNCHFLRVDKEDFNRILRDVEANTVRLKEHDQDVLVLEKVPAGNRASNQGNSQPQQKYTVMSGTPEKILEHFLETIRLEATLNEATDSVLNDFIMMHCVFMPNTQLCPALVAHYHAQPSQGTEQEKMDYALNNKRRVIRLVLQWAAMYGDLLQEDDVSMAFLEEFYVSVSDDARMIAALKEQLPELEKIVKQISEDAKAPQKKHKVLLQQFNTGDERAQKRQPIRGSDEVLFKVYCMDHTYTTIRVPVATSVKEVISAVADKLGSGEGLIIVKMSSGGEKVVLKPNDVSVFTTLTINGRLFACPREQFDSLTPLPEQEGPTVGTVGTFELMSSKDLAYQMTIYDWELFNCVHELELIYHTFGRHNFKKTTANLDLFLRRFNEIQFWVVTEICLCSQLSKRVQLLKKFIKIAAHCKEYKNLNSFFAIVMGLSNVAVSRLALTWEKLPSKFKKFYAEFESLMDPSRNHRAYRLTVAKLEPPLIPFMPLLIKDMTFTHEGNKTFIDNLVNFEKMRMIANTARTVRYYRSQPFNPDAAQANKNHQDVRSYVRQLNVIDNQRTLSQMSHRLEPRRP
#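 Guanine nucleotide exchange by EPAC2 is measured as reduced fluorescence of BODIPY-GDP once it is released from 250 nM Rap1B. Plates are read kinetically for 30 min at room temperature; results are scaled to 6.5 mM cAMP.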
# Abeta yeast res: compounds reversing amyloid beta toxicity in yeast. AID 1347071. yeast expressing A-beta42, growth rescue, OD600, 48 h; response scale: 0% DMSO, 100% iron-clioquinol control. Potency, µM (titrated, usually from 46.1 µM), for inactives: at the top dose growth rescue, most hits filed as activators. 410,000 tested, 0.063% active; also: potency is read from the fitted curve at half-maximal effect; nearly all actives have a fitted effect of over 55% in size
#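 Yeast growth medium received pinned compounds, then yeast cells expressing toxic A-beta were added; plates incubated at 30 C for 48 hr. Growth read as absorbance at 600 nm, normalized to DMSO and equimolar FeCl3 plus clioquinol controls.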
# D3 ag: D3 dopamine receptor (human) agonism; P35462; D3R DiscoveRx beta-arrestin cells, luminescence, 90 min; max activation, %; 410,000 tested, 0.58% active; in the data active = max activation above about 30%; also: 0% is about no effect; mostly tested at two doses, the higher about 12 µM
#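 Cells at 1500/well, incubated overnight, then treated with pinned compounds (dopamine as control) for 90 min at 37 degrees C. DiscoveRx reagent added for 30 - 60 minutes at room temperature; luminescence read.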
# FUS yeast rescue: suppressors of FUS proteinopathy in yeast. S. cerevisiae FUS-expressing, growth rescue, OD600, 24 h. Potency, µM (titrated, usually from 76.6 µM), for inactives: at the top dose growth rescue (activation), most hits filed as activators. 390,000 tested, 0.24% active;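 also: potency is read from the fitted curve at half-maximal effect; plate controls were DMSO vehicle for no effect and reference control for full effect; nearly all actives have a fitted effect of over 55% in size; some results filed as inactive show a strong effect at the top dose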
#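 Read-out: OD at 600 nm after 24hr at 30C, reporting rescue of FUS-induced yeast toxicity. Cells at OD 0.005 in galactose (2%) minimal medium; compounds tested in a dilution series; CP55940 titration from 92uM final as control.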
# EPAC2 antag: EPAC2 (human) antagonism; EPAC2 GEF exchange of Rap1B-BODIPY-GDP, fluorescence; Potency, µM (highest dose often 114 µM), for the others: at the top dose activity, negative = inhibition, most hits filed as inhibitors; 360,000 tested, 0.18% active; AID 720708; also: potency is read from the fitted curve at half-maximal effect; % is scaled to controls: 0 for no effect and ±100 for the full control effect; nearly all actives have a fitted effect of over 45% in size; many of its hits are not listed in these tables
# TDP-43 yeast inh: inhibitors of TDP-43 toxicity in yeast. Potency, µM (top dose mostly 46.1 µM), for the others: at the highest dose growth rescue (activation), hits mostly activators. TDP-43 expressing yeast growth rescue, BacTiter-Glo, 24 h. AID 652104. 410,000 tested, 1.8% active; also: potency is read from the fitted curve at half-maximal effect; % of control where 0% means no effect; nearly all actives have a fitted effect of over 50% in size
#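 Galactose-induced TDP-43 yeast, OD600=0.02, compound pinned; 24 hr, 30 deg C; BacTiter-Glo luminescence for growth. Inhibitors of TDP-43 toxicity read as activators.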
# An asterisk follows results filed as active; u = inconclusive; x = no result given; & = joins results of further samples; [ ] = another dose, or the depositor's remark. Unless noted, calls follow the shape of the dose curve; as a rule, active = well fitted curve in the direction sought with a large enough effect; inconclusive = small, poorly fitted or top-dose-only effect, or another doubt; inactive = no such curve, though single readings can be large; an effect the other way counts as inactive or inconclusive. This is a subset, so the mix of outcomes need not match the whole.
compound	aSyn yeast inh	D3 antag	EPAC2 agonist	Abeta yeast res	D3 ag	FUS yeast rescue	EPAC2 antag	TDP-43 yeast inh
CCC(NC(=O)Nc1cc(OC)c(OC)c(OC)c1)(C(F)(F)F)C(F)(F)F	-5%	18	-4%	0%	-7	39%	-17%	6%
COc1ccc(NC(=S)NC(=O)c2cccnc2)cc1	0%	u	4%	u	-21	14%	17%	16%
CCCCN(CC)Cc1ccc(CNC(=O)Nc2ccc(F)cc2)o1	6%	-29	-3%	-12%	-16	26%	9%	-29%
Cc1ccc(C(=O)Nc2ccc3nc(C)sc3c2)s1	-12%	-1	-5%	-15%	-2	0%	1%	-26%
COc1ccc2oc(C(=O)OCC(=O)NCc3ccco3)c(C)c2c1	-2%	-4	1%	-13%	1	18%	4%	-16%
CCCCNC(=O)C1(C)CCN1C(=O)Cc1cccc2ccccc12 (stereo not given)	10%	9	3%	-2%	-9	-25%	0%	3%
Cc1cc(C(=O)CSc2cccc[n+]2[O-])c(C)n1-c1ccccc1	u	10	1%	-9%	3	7%	1%	u
Cc1cccc(N2CCN(C(=O)c3ccc(Cl)c(NC4=NC5CS(=O)(=O)CC5S4)c3)CC2C)c1 (stereo not given)	2%	42	1%	-1%	17	20%	-23%	-2%
CCOc1ccc(-n2c(SCC(=O)Nc3ccc(OC)cc3)nc3sc4c(c3c2=O)CCN(C)C4)cc1	-1%	-30	4%	-6%	1	26%	u	3%
O=S(=O)(Cc1ccccc1)N1CCn2c(nc3ccccc32)C1	0%	14	2%	9%	2	-20%	2%	0%
COC(=O)c1ccc2nc(-c3ccc(Cl)cc3)c(Cc3ccc(OC)cc3C)n2c1	6%	-23	17%	1%	-7	9%	-6%	35%
COc1ccc(/C(C)=N\NS(=O)(=O)c2ccccc2)cc1OC	-4%	9	-6%	-4%	9	0%	9%	9%
CCOc1ccc(N2C(=O)CSC2c2ccncc2)cc1 (stereo not given)	0%	21	-1%	-6%	-1	12%	-2%	15%
Cc1nnc(N)s1	-2%	-3	3%	9%	7	-8%	1%	-7%
COc1cc(/C=N/Nc2nc(C)cc(=O)[nH]2)cc(OC)c1O	0%	4	-1%	19%	4	21%	2%	1%
Cn1c(SCC(=O)c2ccc3c(c2)Cc2ccccc2-3)nnc1-c1cccc(N)c1	1%	12	-13%	23%	2	x	-3%	8%
O=C(O)c1cc([N+](=O)[O-])c(N2CCCC2)c([N+](=O)[O-])c1	0%	4	-2%	7%	-1	-24%	-5%	4%
COc1ccc([C@H]2CC(=O)C=C(c3ccc(C(F)(F)F)c(C(F)(F)F)c3)C2)cc1OC	12%	23	-12%	0%	13	-12%	-8%	6%
O=C(CN1CCOCC1)Nc1ncc(Cc2ccccc2Cl)s1	6%	-24	8%	24%	8	0%	3%	-9%
N/C(Cc1ccc(Cl)cc1Cl)=N\OC(=O)Cc1ccccc1	-69%[inhibitor]	-7	8%	-39%[inhibitor]	-8	x	-16%	u
Cc1ccc(S(=O)(=O)N2CCCCC2)cc1NC(=O)CNC(C)c1ccc(Cl)c(Cl)c1 (stereo not given)	-13%	-20	9%	4%	-16	24%	-5%	6%
Cn1c(SCCS(=O)(=O)c2ccc(Cl)cc2)nnc1-c1ccccc1	0%	u	3%	13%	-9	-13%	-5%	-9%
Cc1ccc(S(=O)(=O)N2CCC(=O)N(C(COCc3ccc(C(F)(F)F)cc3)C(C)C)CC2)cc1 (stereo not given)	4%	2	-1%	-7%	24	45%	u	22%
COC(=O)c1c(C)c(C)nc(N)c1C#N	11%	39	-23%	19%	2	-24%	-1%	1%
Cc1cccc(N(C(=O)c2csnn2)C(C(=O)NC(C)(C)C)c2cccnc2)c1 (stereo not given)	1%	0	6%	2%	-8	10%	10%	0%[0.397 µM]
CCC(Sc1ncccc1C(=O)Oc1ccccc1Cl)C(=O)Nc1ccccc1OC (stereo not given)	x	x	x	5%	-2	24%	x	16%
Cc1cccc(CCNC(=O)CCc2c(C)nc3c4c(C)cc(C)nc4nn3c2C)c1	x	x	x	-19%	-10	-4%	x	-15%
Cc1ccc(C2SCC(=O)N2Cc2ccccc2)cc1 (stereo not given)	2%	-13	13%	17%	-3	-7%	u	15%
O=C(CCc1ccccc1)Nc1ccc(S(=O)(=O)Nc2nccs2)cc1	0%	-6	12%	5%	-3	23%	u	5%
CC(C)C[C@H]1CNC(=S)N1CC1CCCN1C[C@H](CC(C)C)N1C[C@H](CC(C)C)N(CC2CCCCCC2)C1=S (stereo not given in full)	-2%	u	2%	8%	-11	21%	9%	1%

# (further entries)
molecule | aSyn yeast inh | D3 antag | EPAC2 agonist | Abeta yeast res | D3 ag | FUS yeast rescue | EPAC2 antag | TDP-43 yeast inh
Cc1ccc(NC(=O)Nc2nnc(SCC(=O)Nc3ccc(F)cc3F)s2)cc1 | x | x | x | -1% | 5 | 14% | x | 19%
COC(=O)c1[nH]c2ccc(C)cc2c1NS(=O)(=O)c1ccc(F)c(C)c1 | 4% | -51* | 12% | 2% | -9 | 3% | -3% | -8%
O=C(NCC1CCCO1)C(=O)NCC(c1ccco1)N1CCN(c2ccc(F)cc2)CC1 (stereo not given) | -4% | 4 | 5% | -9% | -4 | x | -10% | 5%
Cn1c(C(=O)O)c(CC(=O)Nc2ccc(F)cc2F)c2ccccc21 | 0% | -4 | -1% | 19% | -5 | -3% | 0% | 32%
Cc1cc(NC(=O)c2ccc(Cl)c(S(=O)(=O)N3CCCCC3)c2)no1 | -7% | u | 1% | -12% | -10 | 18% | 9% | 11%
CC(=O)c1ccc(NC(=S)N2CCCCCC2)cc1 | -1% | 11 | 5% | -5% | 0 | 1% | 0% | 25%
COC(Cc1n[nH]c(=S)n1-c1ccccc1)OC | -1% | 19 | 11% | 5% | 0 | 12% | -5% | 2%
CC(C)(C)NC(=O)COC(=O)/C=C/c1ccccc1[N+](=O)[O-] | -2% | 7 | -3% | 12% | 0 | 9% | 7% | -1%
CC(=O)c1c(O)cc(O)cc1CC(=O)O | -6% | 14 | 6% | -11% | 6 | -3% | 2% | 4%
CC1(c2ccc3ccccc3c2)NC(=O)N(CC(N)=O)C1=O (stereo not given) | 2% | 4 | 5% | 9% | 25 | 5% | 3% | 1%
CCc1nc(-c2ccc(-c3ccc(OC)cc3)nc2OC)no1 | -8% | 19 | 6% | -3% | 2 | 13% | -5% | u
COc1ccc(CNC(=O)c2ccc(CS(=O)(=O)c3ccc(OC)cc3)o2)cc1 | -2% | u | 4% | 2%&3% | 5&4 | 3%&7% | 1% | 10%&5%
C=CCOc1ccccc1/C=N/n1nnnc1N | 10% | 3 | 5% | -10% | -7 | 5% | 0% | 9%
Cc1nn(-c2ccc(N3CCCCC3)nn2)c(C)c1CCC(=O)Nc1cc(F)ccc1F | 1% | 14 | 17% | 15% | 8 | 28% | 6% | 9%
CC(C)CCN1CCN(C2CSCCSC2)CC1CCO (stereo not given) | -9% | -18 | 8% | -13% | -9 | -12% | 4% | 4%
COc1cc([N+](=O)[O-])ccc1NC(=O)NN1CCN(C)CC1 | 4% | -13 | 7% | -12% | -16 | 15% | -7% | 3%

# Single values from the entries so far:
# CC1(c2ccc3ccccc3c2)NC(=O)N(CC(N)=O)C1=O (stereo not given) in FUS yeast rescue = 5%
# COc1ccc(CNC(=O)c2ccc(CS(=O)(=O)c3ccc(OC)cc3)o2)cc1 in TDP-43 yeast inh = 10%&5%

# New compounds follow:
molecule | aSyn yeast inh | D3 antag | EPAC2 agonist | Abeta yeast res | D3 ag | FUS yeast rescue | EPAC2 antag | TDP-43 yeast inh
C=CCC1(NC(C)c2ccccc2)CCCCC1 (stereo not given) | -3% | -15 | 10% | 2% | -3 | 6% | -6% | -15%
COc1cc(/C=C/C(=O)OCC(=O)Nc2ccc3c(c2)OCCO3)ccc1OCC#N | -9% | 5 | -3% | 11% | 7 | x | -2% | -2%
O=C(O)CCC(=O)Nc1ccc(OCC2CCCO2)cc1 (stereo not given) | 3% | 1 | 2% | -11% | 6 | -15% | -5% | 2%
Cn1nc(C(=O)NNC(=O)COc2ccccc2)c2ccccc2c1=O | -1% | u | -6% | 12% | -1 | -9% | 4% | -5%
CCCc1ccc(Oc2coc3cc(OCC(=O)Nc4ccccc4C)ccc3c2=O)cc1 | 1% | -11 | -3% | 6% | 4 | x | 0% | -7%
Cc1cc(C)n(CCC(=O)N/N=C/c2ccc(O)cc2O)n1 | -7% | 13 | 10% | -22% | -7 | 13% | 0% | -5%
CCCCNc1nc2c(c(=O)n(C)c(=O)n2C)n1CC(O)COc1ccccc1C (stereo not given) | x | x | x | -23% | 3 | 35% | x | 1%
Cn1cc(S(=O)(=O)N2CCCCCC2)cc1C(=O)N1CCN(c2cccc(C(F)(F)F)c2)CC1 | x | x | x | 14% | -6 | u | x | 0%
Cc1cc(NC(=O)CSc2ncc(C(F)(F)F)cc2Cl)no1 | -5% | 3 | 5% | 11% | 6 | -10% | 6% | -2%
COCCCC1CCN(C(=O)C2CCC(=O)N(C3CCCC3)C2)CC1 (stereo not given) | 0% | -11 | 1% | 15% | -2 | -1% | -5% | 8%

# Copied from the results shown, 4 compounds:
molecule | aSyn yeast inh | D3 antag | EPAC2 agonist | Abeta yeast res | D3 ag | FUS yeast rescue | EPAC2 antag | TDP-43 yeast inh
C=CCC1(NC(C)c2ccccc2)CCCCC1 (stereo not given) | -3% | -15 | 10% | 2% | -3 | 6% | -6% | -15%
COc1cc(/C=C/C(=O)OCC(=O)Nc2ccc3c(c2)OCCO3)ccc1OCC#N | -9% | 5 | -3% | 11% | 7 | x | -2% | -2%
O=C(O)CCC(=O)Nc1ccc(OCC2CCCO2)cc1 (stereo not given) | 3% | 1 | 2% | -11% | 6 | -15% | -5% | 2%
Cn1nc(C(=O)NNC(=O)COc2ccccc2)c2ccccc2c1=O | -1% | u | -6% | 12% | -1 | -9% | 4% | -5%
